# ROMK mod: human ROMK K+ channel modulation, primary screen; P48048; Tet-inducible ROMK, thallium flux fluorescence; actives lie on both sides; B-score at 10 µM; 130,000 compounds, 2% hits;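 active = signal ratio slope over the read window, or its plate-corrected B-score, at least 3 SD from the plate mean, either direction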;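 note: B-score of the F/F0 ratio slope over 7 to 12 s after thallium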
# PPARg SRC-2 ag: promotes SRC-2 coactivator recruitment by human PPARgamma | P37231 | PPARgamma LBD-SRC-2 recruitment, biochemical | activation, % at 8 µM | 200,000 compounds, 0.34% hits | AID 1032; in the data active = activation above about 22%;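 note: 0% = vehicle and 100% = reference agonist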
# Target sequence (P37231 whole entry, looked up, the tested form may be a part): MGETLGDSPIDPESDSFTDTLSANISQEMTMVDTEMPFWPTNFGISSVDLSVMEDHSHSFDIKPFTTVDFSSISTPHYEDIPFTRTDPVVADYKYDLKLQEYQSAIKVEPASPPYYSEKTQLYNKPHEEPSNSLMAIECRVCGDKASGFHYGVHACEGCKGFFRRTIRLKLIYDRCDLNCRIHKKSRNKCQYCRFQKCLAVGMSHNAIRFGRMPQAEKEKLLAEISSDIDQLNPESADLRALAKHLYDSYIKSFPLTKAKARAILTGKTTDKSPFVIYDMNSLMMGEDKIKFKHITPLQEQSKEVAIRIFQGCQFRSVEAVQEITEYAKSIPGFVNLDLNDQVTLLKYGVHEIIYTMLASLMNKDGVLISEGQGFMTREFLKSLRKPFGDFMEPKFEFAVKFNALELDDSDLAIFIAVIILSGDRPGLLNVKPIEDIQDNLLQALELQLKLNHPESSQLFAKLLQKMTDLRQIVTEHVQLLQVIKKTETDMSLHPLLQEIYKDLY
# TLR4 MyD88 comp: TLR4-MyD88 interaction inhibition in cells | AID 861 | inhibition, % at 8.4 µM | HeLa CL3-4 TLR4/MyD88 BLA complementation, FRET ratio | 200,000 compounds, 0.18% hits; in the data active = inhibition above about 25%;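 note: 0% = vehicle and 100% = reference inhibitor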
# Lmaj promast: inhibitors of Leishmania major promastigote growth | 200,000 compounds, 9% hits | inhibition, % at 10 µM | Leishmania major promastigotes, resazurin fluorescence viability; in the data active = inhibition above about 50%;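 note: promastigotes grown with compound for 44 hours at 28 °C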
# bIAP activator: increases bovine intestinal alkaline phosphatase activity; activation factor at 20 µM; purified bovine IAP, CDP-star luminescence, 30 min; stronger effect = higher value; fold of DMSO-control signal, blank-subtracted; 200,000 compounds, 0.17% hits; AID 1016;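 active = activation factor of 2 or more at 20 µM, a signal rise over negative controls twice the positive control's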
# S1P3 antag: antagonists of human S1P3 receptor; Q99500; CHO S1P3 NFAT-BLA reporter, FRET fluorescence, antagonist mode; inhibition, % at 4.98 µM; 170,000 compounds, 0.27% hits;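 active = inhibition above the plate cutoff, the mean inhibition of test wells on that plate plus 3 SD, cut at about 28% in these data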;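 note: cells challenged with S1P at its EC80 of 0.8 µM; blue over green emission ratio from cleaved BLA substrate after 4 h stimulation; 0% = S1P-stimulated wells and 100% = unstimulated DMSO-only wells; some compounds past the cut are filed as inactive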
# Target sequence (Q99500 whole entry, looked up): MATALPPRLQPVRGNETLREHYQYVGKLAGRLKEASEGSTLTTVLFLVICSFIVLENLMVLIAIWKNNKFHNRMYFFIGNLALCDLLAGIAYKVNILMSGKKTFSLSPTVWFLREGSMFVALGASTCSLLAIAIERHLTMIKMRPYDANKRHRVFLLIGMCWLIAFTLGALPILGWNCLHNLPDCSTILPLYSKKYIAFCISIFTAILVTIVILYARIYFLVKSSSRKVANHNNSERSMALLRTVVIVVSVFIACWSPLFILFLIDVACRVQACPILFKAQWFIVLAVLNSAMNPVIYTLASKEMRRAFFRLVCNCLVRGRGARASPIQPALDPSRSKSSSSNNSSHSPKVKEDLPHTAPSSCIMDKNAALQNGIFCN
# Redox H2O2 prof: compounds producing H2O2 with reducing agent – biochemical, NIH compound library profiling, artefact control for MLSCN library redox annotation, primary screen; DTT-dependent redox cycling H2O2, phenol red/HRP absorbance; 100% = 100 µM peroxide control, 0% = buffer; activation, % at 10 µM; 200,000 compounds, 0.03% hits;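 active = activation of at least 50% relative to the plate's high and low controls in the primary single-dose screen; inactive = activation below 50%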;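 note: compound incubated with DTT at 0.8 mM final as the reducing agent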
# SRC2 TRFRET art: TR-FRET artefact, counter-screen to PPARgamma/SRC-2 agonist assay. stronger effect = higher value. TR-FRET ratio at 8 µM. 200,000 compounds, 0.4% hits; in the data active = TR-FRET ratio above about 2000; note: inactives centre near 1500; reference of the scale not given here
# bIAP inh: intestinal alkaline phosphatase (bovine) inhibition; purified bovine IAP, CDP-star luminescence, 30 min; inhibition, % at 20 µM; 190,000 tested, under 10 active;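 active = over 50% inhibition of intestinal alkaline phosphatase at 20 µM in the single-dose screen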
#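 System: Purified bovine intestinal alkaline phosphatase (IAP) enzyme | Input: IAP diluted 1/65,000,000 in the well | Also added: CDP-star chemiluminescent phosphatase substrate, 30 µM final | Dosing: 20 µM single dose | Times: Enzyme reaction for 30 min at room temperature | Detection: Luminescence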
# PPARg SRC3 recr: PPARgamma-driven SRC-3 recruitment agonism; biochemical PPARgamma/SRC-3 coactivator recruitment assay; 200,000 compounds, 0.26% hits; activation, % at 8 µM; in the data active = activation above about 23%;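 note: 0% = DMSO and 100% = reference agonist; some compounds past the cut are filed as inactive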
# PPARg SRC-1 ag: agonists of human PPARgamma SRC-1 coactivator recruitment; AID 631; P37231; PPARgamma-SRC-1 coactivator recruitment biochemical assay; 200,000 compounds, 0.41% hits; activation, % at 8 µM; in the data active = activation above about 19%;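 note: 0% = DMSO and 100% = reference agonist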
# Active calls of the source: *; . = not tested or not shown. An unsorted share of the library. About 11% of those tested had a hit in this group.
SMILES,ROMK mod,PPARg SRC-2 ag,TLR4 MyD88 comp,Lmaj promast,bIAP activator,S1P3 antag,Redox H2O2 prof,SRC2 TRFRET art,bIAP inh,PPARg SRC3 recr,PPARg SRC-1 ag
C/C(=N\NC(=O)c1c(Br)c(C)nn1C)c1cccc(NC(=O)C2CCC2)c1,.,14,7,4,1.1,.,-12,1790,-10,6,4
O=S(=O)(Nc1ccc(N2CCCCC2)cc1)c1cccc2cccnc12,0.11,7,1,45,1,6,-1.3,1713,4,-1,3
O=C(N/N=C/c1cccc([N+](=O)[O-])c1)c1ccc2nc[nH]c2c1,-0.018,4,-5,14,1.2,.,0.4,1658,-17,4,2
Cc1ccc(NC(=O)COC(=O)c2ccccc2Cl)cc1S(=O)(=O)N(C)C,-1.6,5,-12,-9,0.9,-6,-0.3,1758,10,3,11
Cc1ccccc1OCC(=O)NNC(=O)Nc1ccccc1,.,4,7,21,1.2,-1,-0.6,1384,-20,1,-2
Cc1occc1C(=O)N/N=C/c1sc(N2CCOCC2)nc1-c1ccccc1,0.85,-3,-10,19,1,11,-0.2,1461,3,0,3
CCCNC(=O)c1csc2c1CCCCC2,0.46,7,-3,3,0.9,.,0.3,1581,7,6,1
CCCOc1ccc(N2C(=O)CC(SC(=NC)Nc3ccc(F)cc3)C2=O)cc1 (stereo not given),0.69,-3,12,-6,0.7,.,0.1,1277,31,0,2
CSCCC(NC(=O)C1CCC(C)CC1)C(=O)NCCN1CCOCC1 (stereo not given),2.5,-12,22,2,0.9,10,-0.4,1492,6,-1,-5
O=C(OCc1cncs1)c1ccccc1Cl,-0.55,1,-10,-7,1.1,0,0.2,1597,-10,1,8
COC(=O)CCSc1nccn1Cc1ccccc1,.,0,14,-6,0.9,-1,0.4,1393,11,13,-4
COc1ccc(-c2noc(-c3ccccc3Cl)n2)cc1OC,.,12,-15,-3,0.9,6,1.7,1594,7,1,-1
COC(=O)c1ccc(NC(=O)c2ccc(NC(=O)C3CCCO3)cc2)cc1 (stereo not given),0.43,0,-11,-3,1.1,-2,0.6,1632,-7,-3,0
CCCn1c(=O)c2c(C(F)(F)F)cc(-c3ccco3)nc2n(CCC)c1=O,0.62,0,-24,-1,0.6,.,0.4,1332,37,-1,1
O=C(Nc1ccc2c(c1)OCCO2)c1cnc2ccccn2c1=O,-1.4,0,11,0,.,-13,-0.5,1638,.,17,-7
Cc1sc(NC(=O)COc2ccccc2)c(C#N)c1C,-0.35,3,-6,-6,1,-1,0.1,1659,4,4,-3
CC(=O)Nc1ccc(C(=O)Nc2nc(-c3cc(C)n(Cc4ccccc4)c3C)cs2)cc1,0.66,7,11,3,1,-11,-0.1,1586,0,-5,3
COc1cccc(Cn2nnc3c(=O)[nH]c(C4CCCN(C(=O)c5ccccc5Cl)C4)nc32)c1 (stereo not given),.,1,0,-3,1.1,6,2.6,1405,-13,-6,-2
Cc1sc(N)c(C#N)c1C,-0.21,6,-17,51*,0.9,-6,-0.3,1456,6,7,5
O=C1CC(c2ccccc2)n2nc(NS(=O)(=O)c3ccccc3)nc2N1 (stereo not given),1.4,5,9,-3,1.2,.,-0.8,1494,-25,-7,2
COc1ccc2c(COC(=O)CNC(=O)C34CC5CC(CC(C5)C3)C4)cc(=O)oc2c1,-0.57,1,5,-2,1.1,-14,0.3,1612,-7,0,6
CN(C(=O)c1ccc2c(=O)n3c(nc2c1)CCCCC3)c1ccccc1,.,8,-5,-4,0.9,8,2.7,1403,8,1,1
CC(C(=O)NCCS(=O)(=O)c1ccc(Cl)cc1)S(=O)(=O)c1ccccc1 (stereo not given),1.2,2,4,-2,1,1,-2.0,1731,-4,3,10
COc1ccccc1-n1c(SCC(=O)N2CCCCC2)nnc1-c1ccccc1O,.,14,-14,11,1.1,7,-1.3,1668,-11,10,3
CC(=O)NCC(=O)N(c1ccccc1)C1(C(=O)NC2CCCCC2)CCCCC1,0.014,-1,3,-2,1,.,-0.3,1419,4,4,7

# For reference, part of the list above.
SMILES,ROMK mod,PPARg SRC-2 ag,TLR4 MyD88 comp,Lmaj promast,bIAP activator,S1P3 antag,Redox H2O2 prof,SRC2 TRFRET art,bIAP inh,PPARg SRC3 recr,PPARg SRC-1 ag
CCCNC(=O)c1csc2c1CCCCC2,0.46,7,-3,3,0.9,.,0.3,1581,7,6,1
CCCOc1ccc(N2C(=O)CC(SC(=NC)Nc3ccc(F)cc3)C2=O)cc1 (stereo not given),0.69,-3,12,-6,0.7,.,0.1,1277,31,0,2
CSCCC(NC(=O)C1CCC(C)CC1)C(=O)NCCN1CCOCC1 (stereo not given),2.5,-12,22,2,0.9,10,-0.4,1492,6,-1,-5
O=C(OCc1cncs1)c1ccccc1Cl,-0.55,1,-10,-7,1.1,0,0.2,1597,-10,1,8
COC(=O)CCSc1nccn1Cc1ccccc1,.,0,14,-6,0.9,-1,0.4,1393,11,13,-4
COc1ccc(-c2noc(-c3ccccc3Cl)n2)cc1OC,.,12,-15,-3,0.9,6,1.7,1594,7,1,-1
COC(=O)c1ccc(NC(=O)c2ccc(NC(=O)C3CCCO3)cc2)cc1 (stereo not given),0.43,0,-11,-3,1.1,-2,0.6,1632,-7,-3,0
CCCn1c(=O)c2c(C(F)(F)F)cc(-c3ccco3)nc2n(CCC)c1=O,0.62,0,-24,-1,0.6,.,0.4,1332,37,-1,1
O=C(Nc1ccc2c(c1)OCCO2)c1cnc2ccccn2c1=O,-1.4,0,11,0,.,-13,-0.5,1638,.,17,-7
Cc1sc(NC(=O)COc2ccccc2)c(C#N)c1C,-0.35,3,-6,-6,1,-1,0.1,1659,4,4,-3
CC(=O)Nc1ccc(C(=O)Nc2nc(-c3cc(C)n(Cc4ccccc4)c3C)cs2)cc1,0.66,7,11,3,1,-11,-0.1,1586,0,-5,3
COc1cccc(Cn2nnc3c(=O)[nH]c(C4CCCN(C(=O)c5ccccc5Cl)C4)nc32)c1 (stereo not given),.,1,0,-3,1.1,6,2.6,1405,-13,-6,-2
Cc1sc(N)c(C#N)c1C,-0.21,6,-17,51*,0.9,-6,-0.3,1456,6,7,5
O=C1CC(c2ccccc2)n2nc(NS(=O)(=O)c3ccccc3)nc2N1 (stereo not given),1.4,5,9,-3,1.2,.,-0.8,1494,-25,-7,2
COc1ccc2c(COC(=O)CNC(=O)C34CC5CC(CC(C5)C3)C4)cc(=O)oc2c1,-0.57,1,5,-2,1.1,-14,0.3,1612,-7,0,6
CN(C(=O)c1ccc2c(=O)n3c(nc2c1)CCCCC3)c1ccccc1,.,8,-5,-4,0.9,8,2.7,1403,8,1,1

# The results go on.
SMILES,ROMK mod,PPARg SRC-2 ag,TLR4 MyD88 comp,Lmaj promast,bIAP activator,S1P3 antag,Redox H2O2 prof,SRC2 TRFRET art,bIAP inh,PPARg SRC3 recr,PPARg SRC-1 ag
CC[C@H](C)[C@H](NC(N)=O)C(=O)Nc1ccccc1F,0.53,-10,-14,-8,1,-6,-0.2,1626,0,1,-1
Cc1cc(OCC(=O)NCc2nc(-c3ccccc3)no2)c(C)cc1Br,-0.2,14,2,-1,0.9,-2,0.3,1598,12,4,-4
CCOC(=O)CNC(=O)c1cnn2cccnc12,.,1,3,-8,0.9,-13,2.0,1796,8,10,6
O=C1c2ccccc2NC(c2ccccc2Br)N1CCCN1CCOCC1 (stereo not given),.,-7,9,3,0.3,-10,0.3,1396,.,0,-8
Cc1cccc(NC(=S)NCc2ccncc2)c1C,.,1,0,11,1,8,-0.6,1483,-4,3,9
O=C(O)CCCC(=O)NCCCCc1ccccc1,.,1,-1,-6,1,6,-1.9,1528,-1,5,3
COc1cc(/C=N/OCC(=O)Nc2cc(C)on2)ccc1OCc1ccccc1,0.061,11,-9,64*,0.7,-21,-0.2,1617,25,9,7
CCC(C)(C)NC(=O)C(c1cccn1C)N(C(=O)Cn1nnc2ccccc21)c1ccc(F)cc1 (stereo not given),.,0,2,2,1,-32,-1.4,1751,1,-1,3
CC(C)(C)C(=O)Nc1ccc(N2CCN(S(C)(=O)=O)CC2)cc1,-0.53,-10,2,1,1,-10,-1.6,1413,4,-1,-3
O=C(Cn1c(-c2ccc(Cl)cc2)noc1=O)N1CCN(c2ccccc2F)CC1,.,2,4,-6,1,-27,1.6,1557,3,4,4
COC(=O)CSc1nc(C(C)C)nc2ccccc12,.,12,-6,-1,1,-18,0.2,1620,0,9,-2
CN(C)c1ccc(C(=O)n2nnc3ccccc32)cc1,-0.11,9,-10,-5,0.9,.,-0.1,1605,6,15,7
CCc1ccc(-c2nc(CN3CCCC(C(=O)NCCc4ccc(OC)c(OC)c4)C3)c(C)o2)cc1 (stereo not given),-1.6,6,3,83*,1,-2,-9.0,1690,1,16,5
NC(N)=NNC(=O)c1ccccc1Cl,0.44,-1,-5,-3,0.5,2,-0.2,1478,.,-1,2
O=C(NCc1ccncc1)NC1CCCCC1,0.17,12,3,-8,0.9,-10,-2.6,1820,9,4,7
CCC(C)(C(=O)NC1CCCC1)N(C)C(=O)Cc1c[nH]c2ccccc12 (stereo not given),-0.71,-5,16,-8,1,-16,-0.1,1414,2,2,0
